Screening data deposited in PubChem by The Scripps Research Institute Molecular Screening Center.
M1 ag parental – nonselective activator or artifact in parental CHO-K1 cells; Fluo-8 calcium fluorescence; scaled to maximal ATP response, vehicle zero; activation, % at 3 µM; actives 0.48% (n = 360,000); AID 602248; in the data active means activation above about 15%;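 further: untransfected CHO-K1 host cells lacking M1 receptor as counterscreen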
CHO parental Ca – counter-screen: ATP calcium response change in parental CHO cells; parental CHO-K1, ATP-induced calcium, Fluo-8 fluorescence; actives 0.63% (n = 330,000); inhibition, % at 5.6 µM; AID 463079;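 active means inhibition above that plate's mean sample inhibition plus 3 SD, cut at about 26% in these data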;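 further: 0% = ATP-challenged DMSO wells and 100% = DMSO wells without ATP; some compounds past the cut are filed as inactive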
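Assay system – parental CHO cells · Reagent – ATP stimulus · Detection – intracellular calcium via Fluo-8 no-wash fluorescent dye · Evaluation – percent inhibition of ATP-evoked calcium rise, normalized to controls · Controls – ATP wells versus no-ATP DMSO wells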
M1 ag – agonists of human M1 muscarinic receptor; CHO-K1 hM1, Fluo-8 calcium fluorescence, agonist mode; 0% DMSO, 100% acetylcholine EC100; activation, % at 3 µM; actives 0.33% (n = 360,000);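 active means activation above the run's mean compound activation plus 3 SD, cut at about 16% in these data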;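 further: peak over basal fluorescence ratio within a 140 s kinetic read after compound addition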
Target sequence (P11229 whole entry, looked up): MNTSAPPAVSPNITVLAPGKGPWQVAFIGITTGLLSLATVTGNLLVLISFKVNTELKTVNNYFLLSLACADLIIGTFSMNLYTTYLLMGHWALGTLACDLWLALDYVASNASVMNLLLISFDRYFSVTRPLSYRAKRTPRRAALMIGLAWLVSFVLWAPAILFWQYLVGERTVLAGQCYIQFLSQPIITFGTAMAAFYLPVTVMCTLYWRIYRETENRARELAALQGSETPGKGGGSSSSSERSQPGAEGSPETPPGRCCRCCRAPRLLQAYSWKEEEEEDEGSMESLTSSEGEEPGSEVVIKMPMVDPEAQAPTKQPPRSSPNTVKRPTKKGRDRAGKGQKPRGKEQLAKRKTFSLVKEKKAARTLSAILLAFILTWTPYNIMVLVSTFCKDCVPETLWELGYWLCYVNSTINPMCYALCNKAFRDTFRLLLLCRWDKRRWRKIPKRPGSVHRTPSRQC
M1 antag – antagonists of human M1 muscarinic receptor; AID 588852; P11229; actives 1.3% (n = 360,000); inhibition, % at 3 µM; CHO-K1 hM1, Fluo-8 calcium fluorescence, ACh EC80 antagonist;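 active means percent inhibition above its own plate's cutoff, namely the mean of that plate's compound wells plus 3 SD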;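 further: peak over basal fluorescence ratio during 140 s after agonist addition; 0% = ACh EC80 plus DMSO and 100% = DMSO alone without agonist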
TAAR1 antagonist – antagonists of human TAAR1; CHO RD-HGA16 TAAR1, Fluo-8 calcium fluorescence, antagonist; inhibition, % at 3 µM; actives 1.5% (n = 360,000); AID 624466;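 active means inhibition above a per-plate cutoff, the mean inhibition of test compounds on that plate plus 3 SD, cut at about 49% in these data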;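 further: 0% = DMSO plus EC80 beta-PEA response and 100% = DMSO alone without agonist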
Target sequence (Q96RJ0 whole entry, looked up): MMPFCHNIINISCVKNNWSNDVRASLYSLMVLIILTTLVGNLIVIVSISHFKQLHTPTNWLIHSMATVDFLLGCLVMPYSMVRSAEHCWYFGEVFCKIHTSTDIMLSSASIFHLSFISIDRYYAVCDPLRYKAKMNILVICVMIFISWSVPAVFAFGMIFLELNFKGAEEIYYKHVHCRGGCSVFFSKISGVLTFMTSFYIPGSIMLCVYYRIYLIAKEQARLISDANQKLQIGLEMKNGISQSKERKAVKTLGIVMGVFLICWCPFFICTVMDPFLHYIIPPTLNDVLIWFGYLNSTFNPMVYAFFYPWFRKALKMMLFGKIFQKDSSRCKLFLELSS
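Test system – hTAAR1-expressing CHO RD-HGA16 cells, Gα16-coupled · Also added – β-PEA at EC80 concentration, post-compound challenge · Compound – 3 µM, single point · Incubation – dye loading 75 min at 37 °C, then 30 min room temperature · Measured by – Fluo-8 intracellular calcium dye fluorescence, real-time kinetic reads · Benchmarks – vehicle and agonist controls · Replicates – singlicate, one well per test compound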
CHRM1 PAM – potentiates human M1 receptor response to acetylcholine; CHO-K1 hM1, Fluo-8 calcium fluorescence, ACh EC20; 0% = ACh EC20, 100% = maximal ACh; activation, % at 3 µM; P11229; actives 0.088% (n = 360,000); in the data active means activation above about 19%, passing the limit was not always enough
CHO-K1 Ca antag – nonselective inhibitor or artifact in parental CHO-K1 cells | ATP-induced calcium, Fluo-8 fluorescence | inhibition, % at 3 µM | actives 0.6% (n = 360,000) | AID 602250;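 active means inhibition above a per-plate cutoff, the plate's mean sample inhibition plus 3 SD, cut at about 24% in these data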;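 further: 0% = DMSO plus EC80 ATP and 100% = DMSO alone without ATP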
M1 PAM parental – nonselective activator or artifact in parental CHO-K1 calcium assay. AID 602247. ATP EC20, Fluo-8 calcium fluorescence; 0% at ATP EC20, 100% at ATP max. actives 0.02% (n = 360,000). activation, % at 3 µM;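 active means activation above the run cutoff, the mean activation of all test compounds plus 3 SD, cut at about 40% in these data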;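 further: peak over basal fluorescence ratio in a 140 s read after ATP addition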
TAAR1 agonist – human TAAR1 agonism. Q96RJ0. CHO RD-HGA16 TAAR1, Fluo-8 calcium fluorescence; vehicle wells 0%, saturating PEA agonist 100%. activation, % at 3 µM. actives 0.99% (n = 360,000). AID 624467;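 active means activation above the mean activation of all test compounds in the run plus 3 SD, cut at about 38% in these data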
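Repeats: no replicates (n 1) | Material: CHO-derived RD-HGA16 cells with stable Gα16 and human TAAR1 | Technique: Kinetic Fluo-8 calcium fluorescence | Schedule: 17-24 h seeding, 75 min 37 °C dye, 30 min RT | Evaluation: % activation from peak over basal fluorescence ratio, DMSO-to-PEA scaled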
Active calls of the source: *; / = no result given.

No.	smiles	M1 ag parental	CHO parental Ca	M1 ag	M1 antag	TAAR1 antagonist
1	COc1ccc2[nH]c(=O)c(CNc3ccccc3C)cc2c1	0.8	-5	-6	-8	-21
2	Cc1ccc(-c2ccc(/C=N/NC(=S)Nc3ccccc3)o2)cc1[N+](=O)[O-]	0.5	-15	-5	0	-6
3	CC(C)(C)CC(=O)NC(=S)NCc1ccccc1	-0.3	0	-5	-10	9
4	O=C(CNC(=O)c1ccccn1)N/N=C/c1ccccc1	0.2	-5	-4	-5	4
5	COc1ccc(Cc2nnc(SCC(=O)Nc3cc(Cl)ccc3OC)[nH]c2=O)cc1	2.0	-25	-1	-4	-19
6	Cc1cc2c(c(=O)n1CCN(C)C)C(c1ccncc1)C(C#N)=C(N)O2 (stereo not given)	0.9	-5	-5	-12	-1
7	Cc1ccc(CC2CC(=O)N(c3nc4ccccc4s3)C2=O)cc1 (stereo not given)	0.7	-14	-8	-3	-17
8	CC(=O)Oc1ccc(Cl)cc1CN(C(C)=O)C1CCCCC1	-0.2	/	-6	-5	-6

No.	CHRM1 PAM	CHO-K1 Ca antag	M1 PAM parental	TAAR1 agonist
1	2	-9	17	2
2	-2	-18	4	3
3	4	-6	-4	7
4	4	-13	12	40*
5	6	-11	25	0
6	9	-5	15	8
7	7	-18	9	3
8	-2	-15	13	0

(next part)
No.	smiles	M1 ag parental	CHO parental Ca	M1 ag	M1 antag	TAAR1 antagonist
9	O=C(c1ccc2c(c1)OCO2)C1CCCN(C(=O)C2CCOCC2)C1 (stereo not given)	1.5	1	-4	-2	-23
10	Cc1ccc2c(C)cc(=S)[nH]c2c1	0.4	/	-7	-6	9
11	CCOC(=O)c1ccc(NC(=O)CN2CCN(c3ccccc3)CC2)cc1	0.1	-19	-2	-36	6
12	O=C(Nc1cccnc1)c1ccc(COc2ccccc2Br)cc1	7.4	-7	-5	-2	79*
13	CCN(CCS(=O)(=O)c1ccc(Cl)cc1)C(=O)Nc1ccccc1	13	-23	-3	-8	-5
14	CCOC(=O)CCCNC(=O)COC(=O)c1ccc(O)cc1	0.8	-8	-1	-22	2
15	COc1ccccc1C(=O)NNC(=O)c1cccc(F)c1	0.8	9	-2	0	-4
16	COc1ccccc1NC(=O)C1=C(C)NC(=O)NC1c1cccs1 (stereo not given)	-0.3	-13	-6	4	5

No.	CHRM1 PAM	CHO-K1 Ca antag	M1 PAM parental	TAAR1 agonist
9	6	-9	4	1
10	10	-7	10	5
11	18	-15	21	3
12	0	-14	3	9
13	6	6	3	5
14	3	2	5	10
15	3	2	15	5
16	4	-10	10	9

Entries listed so far containing a Cl atom:
No.	smiles	M1 ag parental	CHO parental Ca	M1 ag	M1 antag	TAAR1 antagonist
5	COc1ccc(Cc2nnc(SCC(=O)Nc3cc(Cl)ccc3OC)[nH]c2=O)cc1	2.0	-25	-1	-4	-19
8	CC(=O)Oc1ccc(Cl)cc1CN(C(C)=O)C1CCCCC1	-0.2	/	-6	-5	-6
13	CCN(CCS(=O)(=O)c1ccc(Cl)cc1)C(=O)Nc1ccccc1	13	-23	-3	-8	-5

No.	CHRM1 PAM	CHO-K1 Ca antag	M1 PAM parental	TAAR1 agonist
5	6	-11	25	0
8	-2	-15	13	0
13	6	6	3	5

Remaining list, next part:
No.	smiles	M1 ag parental	CHO parental Ca	M1 ag	M1 antag	TAAR1 antagonist
17	COC(=O)c1ccc(NS(=O)(=O)c2cc3c4c(c2)C(C)C(=O)N4CCC3)cc1 (stereo not given)	1.2	-27	-3	-1	-4
18	Cc1ccc2sc(N(CCCN(C)C)C(=O)c3ccc(S(=O)(=O)N4CCc5ccccc5C4)cc3)nc2c1C	1.1	-17	1	-14	14
19	Cc1ccc(NC(=O)C2C(=O)N(CCO)C3(C)CC2c2ccccc2O3)cc1 (stereo not given)	-0.2	-14	-4	-1	10
20	CCOc1ccc(C2c3c(oc4cc(C)c(C)cc4c3=O)C(=O)N2CCCN(C)C)cc1OC (stereo not given)	-0.1	-1	2	-13	-31
21	COc1ccccc1C(=O)NNC1=C(C(=O)C(F)(F)F)CCC1	0.4	-22	-3	-14	-15
22	O=C(c1c(F)cccc1F)N1CCN(c2ncccn2)CC1	2.7	4	-4	-5	3
23	CCn1c(SCC(=O)N2CCC(C)CC2)nnc1-c1ccco1	-0.1	-15	-3	-2	-9
24	Clc1nc(Cl)nc(NCCC2=CCCCC2)n1	0.6	-5	-2	-6	-2

No.	CHRM1 PAM	CHO-K1 Ca antag	M1 PAM parental	TAAR1 agonist
17	0	-15	1	2
18	12	8	-9	15
19	0	-34	12	12
20	1	1	-8	0
21	-3	-6	-11	-1
22	4	-20	13	16
23	5	-12	7	3
24	5	-2	4	14

Whole records, quoted from the list. Values in the order: M1 ag parental	CHO parental Ca	M1 ag	M1 antag	TAAR1 antagonist	CHRM1 PAM	CHO-K1 Ca antag	M1 PAM parental	TAAR1 agonist
CCOC(=O)CCCNC(=O)COC(=O)c1ccc(O)cc1 is entered as 0.8	-8	-1	-22	2	3	2	5	10
CCn1c(SCC(=O)N2CCC(C)CC2)nnc1-c1ccco1 is entered as -0.1	-15	-3	-2	-9	5	-12	7	3

(next part)
No.	smiles	M1 ag parental	CHO parental Ca	M1 ag	M1 antag	TAAR1 antagonist
25	Cc1nn(-c2ccccc2)c2sc(C(=O)OCC(=O)N3CCCCC3)cc12	0.0	-13	-3	-5	-2
26	CN(C(=O)CSc1nnc(-c2cccnc2)n1-c1ccccc1F)C1CCS(=O)(=O)C1 (stereo not given)	-0.5	0	-3	3	-41
27	CCN(CC)CCN(CC(=O)Nc1c(C)cc(C)cc1C)C(=O)c1ccccc1	-0.5	-15	-1	-9	-38
28	Cc1c(C(=O)O)sc(S(=O)(=O)N2CCN(C(=O)CC(C)c3ccccc3)CC2)c1C(=O)O (stereo not given)	0.1	/	-1	0	7
29	CCN1CCN(C(=O)c2ccccc2N(C)S(=O)(=O)c2ccc(C)cc2)CC1	0.7	-13	-3	-6	-15
30	CC(=O)c1cccc(N=C2NC(=O)CS2)c1	0.3	13	-3	-1	1
31	CCN1CCN(C(=O)/C=C/c2ccc(F)cc2)CC1	0.5	-6	-6	-12	-9
32	COC(=O)[C@@H]1C[C@H]1[C@@H](NC(=O)c1ccccc1)c1ccccc1	-0.1	-3	-2	-18	21

No.	CHRM1 PAM	CHO-K1 Ca antag	M1 PAM parental	TAAR1 agonist
25	13	-8	14	0
26	3	-5	1	1
27	12	-2	-9	0
28	-3	-7	-6	3
29	7	-7	18	3
30	3	-8	0	1
31	4	-17	14	0
32	10	-11	22	6

Further compounds follow.
No.	smiles	M1 ag parental	CHO parental Ca	M1 ag	M1 antag	TAAR1 antagonist
33	O=C(CC(=O)c1ccccc1)Nc1cc(C(F)(F)F)ccc1Cl	0.4	-8	-5	-5	25
34	COCCOC(=O)C1=C(C)NC(=O)NC1C1CC=CCC1 (stereo not given)	0.3	-14	-5	23	-1
35	Nc1c(C(=O)NCc2ccco2)c2nc3ccccc3nc2n1CCc1ccccc1F	2.3	-12	2	-4	21
36	Cc1ccc(NC(=O)c2ccc3nc(N4CCOCC4)sc3c2)c(Cl)c1	0.8	6	0	-26	-9
37	Cn1c(Cn2cnc3ccccc32)nnc1SCC(=O)CC(=O)Nc1ccccc1	1.2	-16	-4	-11	-13
38	CCN(Cc1ccccc1)S(=O)(=O)c1ccc2c(c1)NC(=O)CS2	7.2	-5	-3	0	16
39	O=c1[nH]c(/C=C/c2cccnc2)c([N+](=O)[O-])c(=O)[nH]1	4.1	-8	-4	10	-8
40	CCNC(=S)NNC(=O)c1cc(CC(C)C)nc2ccccc12	2.1	-4	-1	9	46

No.	CHRM1 PAM	CHO-K1 Ca antag	M1 PAM parental	TAAR1 agonist
33	4	2	11	3
34	-11	-21	15	8
35	8	-9	25	26
36	12	-18	15	3
37	10	-11	11	5
38	-10	-17	12	2
39	-11	14	1	7
40	-3	-18	6	9

(listing goes on)
No.	smiles	M1 ag parental	CHO parental Ca	M1 ag	M1 antag	TAAR1 antagonist
41	CC(Sc1nnc(-c2ccc(Cl)cc2)n1N)C(=O)NCC1CCCO1 (stereo not given)	-0.5	-12	-3	18	-2
42	O=S1(=O)CC(N2CCN(CCO)CC2)CN1Cc1cn(Cc2cccc(C(F)(F)F)c2)nn1 (stereo not given)	-0.1	/	/	/	-4
43	CCc1nc2ccc(C(=O)NCCN3CCOCC3)cn2c1N(CCC(C)C)CCN(C)C	0.4	/	-4	-20	-11
44	Nc1nc(SCC(=O)Nc2ccccc2)nc2nc3c(cc12)CCCC3	-0.5	-30	-4	1	-26
45	C=CCn1nnc2sc3c(c2c1=O)CCC(C)C3 (stereo not given)	-0.5	-1	-6	1	1
46	CC(C)CC(=O)N1CCN(Cc2cccc([N+](=O)[O-])c2)CC1	3.5	-5	-6	0	-4
47	COc1ccc2c(c1)c1c(n2C)[C@@H]2CC=C(CO)[C@@H](C1)N2C	0.9	0	-7	-5	-7
48	CCCOc1ccc(-c2c(C(=O)N/N=C/c3cccnc3)nnn2-c2nonc2N)cc1	1.5	-14	-4	-6	-17

No.	CHRM1 PAM	CHO-K1 Ca antag	M1 PAM parental	TAAR1 agonist
41	-6	9	-13	-1
42	/	10	-9	3
43	10	-17	16	1
44	12	2	5	5
45	12	7	5	-5
46	2	-2	1	12
47	6	-10	5	7
48	5	-29	25	5

Next part.
No.	smiles	M1 ag parental	CHO parental Ca	M1 ag	M1 antag	TAAR1 antagonist
49	O=C(NCCNC(=O)c1cnccn1)c1ccc(Cl)c(Cl)c1	7.8	-19	-2	-2	2
50	COc1ccc(CC(N)c2csc(Nc3cc(Oc4ccccc4)ncn3)n2)cc1 (stereo not given)	3.3	/	-2	19	35
51	COc1ccc(C(=O)c2cc3ccc(O)cc3oc2=O)cc1	0.7	-11	4	-35	-9
52	CC(=O)NC1CC2CCCC(C1)N2Cc1ccc(C)cc1 (stereo not given)	0.2	-7	-6	1	2

No.	CHRM1 PAM	CHO-K1 Ca antag	M1 PAM parental	TAAR1 agonist
49	9	15	12	12
50	-10	18	-7	56*
51	8	-9	5	-1
52	-1	-6	1	0

2 of these compounds in a different format.
| No. | Molecule | M1 ag parental | CHO parental Ca | M1 ag | M1 antag | TAAR1 antagonist | CHRM1 PAM | CHO-K1 Ca antag | M1 PAM parental | TAAR1 agonist |
| --- | --- | --- | --- | --- | --- | --- | --- | --- | --- | --- |
| 49 | O=C(NCCNC(=O)c1cnccn1)c1ccc(Cl)c(Cl)c1 | 7.8 | -19 | -2 | -2 | 2 | 9 | 15 | 12 | 12 |
| 50 | COc1ccc(CC(N)c2csc(Nc3cc(Oc4ccccc4)ncn3)n2)cc1 (stereo not given) | 3.3 | / | -2 | 19 | 35 | -10 | 18 | -7 | 56* |
